CHRM4 antagonist: human M4 muscarinic receptor antagonists, primary screen, CHO cells, Fluo-8 calcium fluorescence. Muscarinic acetylcholine receptor M4 (Homo sapiens), P08173. CHO-hM4 cells, ACh EC80. inhibition, % at 3 µM. 360,000 tested, 0.73% active;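 active = inhibition above its plate's cutoff, the mean inhibition of sample wells plus 3 SD, cut at about 27% in these data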;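 note: 0% = acetylcholine EC80 with DMSO and 100% = DMSO without agonist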
CHRM4 agonist: human M4 muscarinic receptor agonists, primary screen, CHO-K1 cells, Fluo-8 calcium fluorescence. CHO-K1 hM4/Gqi5; vehicle 0%, full acetylcholine response 100%. activation, % at 3 µM. 360,000 tested, 0.14% active;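 active = activation above the run mean over all test wells plus 3 SD, cut at about 32% in these data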;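 note: peak over basal fluorescence ratio per well then scaled between controls; 0% = DMSO wells and 100% = acetylcholine at EC100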
CHRM1 antagonist: human M1 muscarinic receptor antagonists, primary screen, CHO-K1 cells, Fluo-8 calcium fluorescence, 1536-well. Muscarinic acetylcholine receptor M1 (Homo sapiens), P11229. CHO-K1 hM1, ACh EC80 antagonist. inhibition, % at 3 µM. 360,000 tested, 1.3% active. AID 588852, 2011;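 active = percent inhibition above its own plate's cutoff, namely the mean of that plate's compound wells plus 3 SD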;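 note: peak over basal fluorescence ratio during 140 s after agonist addition; 0% = ACh EC80 plus DMSO and 100% = DMSO alone without agonist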
Target sequence (P11229 whole entry, looked up): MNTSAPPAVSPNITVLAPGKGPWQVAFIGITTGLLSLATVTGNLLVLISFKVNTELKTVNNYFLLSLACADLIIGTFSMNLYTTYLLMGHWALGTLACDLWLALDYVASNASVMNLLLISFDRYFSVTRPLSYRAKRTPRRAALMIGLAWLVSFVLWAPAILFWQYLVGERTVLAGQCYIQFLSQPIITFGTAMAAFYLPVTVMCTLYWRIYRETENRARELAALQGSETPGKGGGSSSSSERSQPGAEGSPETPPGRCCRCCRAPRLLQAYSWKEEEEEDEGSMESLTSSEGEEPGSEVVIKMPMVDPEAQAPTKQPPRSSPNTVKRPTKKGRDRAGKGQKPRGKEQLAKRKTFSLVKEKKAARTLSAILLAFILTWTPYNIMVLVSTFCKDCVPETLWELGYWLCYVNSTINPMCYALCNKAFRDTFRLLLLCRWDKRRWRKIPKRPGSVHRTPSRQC
OXTR potentiator: human OXTR potentiators, primary screen, fluorescence, CHO-OTR cells, Fluo-8 calcium; Oxytocin receptor (Homo sapiens), P30559; Fluo-8 calcium fluorescence, potentiator mode; 0% = oxytocin EC15, 100% = EC100; activation, % at 3 µM; 320,000 tested, 0.061% active; AID 2445, 2010;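 active = activation above that plate's cutoff, the mean activation of tested compounds plus 3 SD, cut at about 6.6% in these data, passing the limit was not always enough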;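 note: 100% uses oxytocin at 75 nM as the full agonist control; some results filed as inactive read as strong as hits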
Target sequence (P30559 whole entry, looked up): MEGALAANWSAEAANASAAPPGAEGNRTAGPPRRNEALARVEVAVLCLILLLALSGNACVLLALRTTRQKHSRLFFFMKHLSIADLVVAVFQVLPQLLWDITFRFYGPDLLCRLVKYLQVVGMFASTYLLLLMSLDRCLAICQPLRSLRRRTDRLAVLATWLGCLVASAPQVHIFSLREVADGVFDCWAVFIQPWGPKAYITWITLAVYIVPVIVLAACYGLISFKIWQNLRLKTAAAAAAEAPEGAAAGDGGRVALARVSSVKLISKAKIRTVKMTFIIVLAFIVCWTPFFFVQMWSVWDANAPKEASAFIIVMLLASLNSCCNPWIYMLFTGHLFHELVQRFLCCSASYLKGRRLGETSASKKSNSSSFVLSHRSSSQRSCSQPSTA
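Dosing: Single dose, 3.0 µM nominal final compound concentration | Material: Human OTR in CHO cells | Technique: Kinetic Fluo-8 calcium fluorescence | Benchmarks: EC15 oxytocin alone as 0%, 75 nM oxytocin as 100% | Probe or stimulus: Oxytocin at about EC15, sub-maximal agonist stimulus | Incubation: Compound 6 min at room temperature before oxytocin, 100 s read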
CHO parental Ca: ATP-evoked calcium signal inhibitors, parental CHO, primary screen, counter-screen for OX1R antagonist project, cell-based, fluorescence, Fluo-8 calcium dye. inhibition, % at 5.6 µM. 330,000 tested, 0.63% active. parental CHO-K1, ATP-induced calcium, Fluo-8 fluorescence. AID 463079, 2010;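 active = inhibition above that plate's mean sample inhibition plus 3 SD, cut at about 26% in these data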;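 note: 0% = ATP-challenged DMSO wells and 100% = DMSO wells without ATP; some compounds past the cut are filed as inactive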
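Assay system: parental CHO cells; Read-out basis: percent inhibition of ATP-evoked calcium rise, normalized to controls; Benchmarks: ATP and no-ATP DMSO wells; Compound dosing: single nominal dose of 5.6 µM per compound; Signal: Fluo-8 calcium dye fluorescence; Also added: ATP as calcium-mobilizing challenge; Repeats: singlicate.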
CHRM1 agonist: human M1 muscarinic receptor agonists, primary screen, Fluo-8 calcium fluorescence, CHO-K1 cells, HTS; Muscarinic acetylcholine receptor M1 (Homo sapiens), P11229; CHO-K1 hM1, agonist mode; 0% DMSO, 100% acetylcholine EC100; activation, % at 3 µM; 360,000 tested, 0.33% active;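 active = activation above the run's mean compound activation plus 3 SD, cut at about 16% in these data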;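 note: peak over basal fluorescence ratio within a 140 s kinetic read after compound addition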
CHO-K1 Ca antag: counter-screen for M1 antagonists: effect in parental CHO-K1 cells; ATP-induced calcium, Fluo-8 fluorescence; inhibition, % at 3 µM; 360,000 tested, 0.6% active; AID 602250;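 active = inhibition above a per-plate cutoff, the plate's mean sample inhibition plus 3 SD, cut at about 24% in these data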;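 note: 0% = DMSO plus EC80 ATP and 100% = DMSO alone without ATP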
M1 PAM: human M1 muscarinic receptor positive allosteric modulators, primary screen, CHO-K1 cells, Fluo-8 calcium fluorescence, 1536-well. CHO-K1 hM1, ACh EC20; 0% = ACh EC20, 100% = maximal ACh. 360,000 tested, 0.088% active. activation, % at 3 µM. Muscarinic acetylcholine receptor M1 (Homo sapiens), P11229; in the data active = activation above about 19%, passing the limit was not always enough
CHO-K1 Ca ag: counter-screen for M1 agonists: effect in parental CHO-K1 cells; Fluo-8 calcium fluorescence; scaled to maximal ATP response, vehicle zero; activation, % at 3 µM; 360,000 tested, 0.48% active; AID 602248, 2012; in the data active = activation above about 15%;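 note: untransfected CHO-K1 host cells lacking M1 receptor as counterscreen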
Numbers without * were called inactive; · = not tested or not shown.

SMILES	CHRM4 antagonist	CHRM4 agonist	CHRM1 antagonist	OXTR potentiator	CHO parental Ca	CHRM1 agonist	CHO-K1 Ca antag	M1 PAM	CHO-K1 Ca ag
O=C(NCCCN1CCOCC1)C(=O)NCC1OCCN1S(=O)(=O)c1ccc(F)cc1 (stereo not given)	4	1	-6	5	-6	-3	-4	8	0.1
COc1ccccc1N(C)S(=O)(=O)c1ccc(Cl)c(C(=O)NNC(=O)c2ccccc2O)c1	4	7	-1	-14	-15	1	-11	-3	6.5
N#Cc1cc([N+](=O)[O-])ccc1Oc1ccc(-c2nnco2)cc1	13	2	3	-7	6	1	-12	-5	0.8
Cc1ccccc1Cn1cc(CCC(=O)N2CCOCC2)c2ccccc21	-4	2	-21	-11	-12	-3	-19	14	3.4
COc1ccccc1CNC(=O)CS(=O)(=O)Cc1ccccc1	-1	1	-6	3	-18	-1	-11	4	0.8
O=C(c1ccc(Cl)cc1)N1CCN(C(=O)c2ccco2)CC1	7	0	-14	6	-14	-5	13	1	0.3
S=C(Nc1ccc(Cl)cc1Cl)N1CCN(c2ccccn2)CC1	5	1	-8	2	13	-4	-9	1	1.0
COC(=O)CSc1nnc(-c2cccnc2)n1C	-1	2	7	1	-10	-2	3	8	0.4
Cc1cc(C)c2c(CN(C)Cc3ccccc3)cc(=O)oc2c1	-11	-3	3	·	·	-6	4	-3	-0.1
Cc1nn(Cc2cccc(F)c2)c(C)c1NC(=O)c1c(Cl)cnn1C	-1	3	-5	-5	-8	-4	1	1	0.9
CC(C)CNC(=O)COC(=O)c1cc(S(=O)(=O)N2CCCCC2)ccc1N1CCOCC1	14	0	6	-14	-26	-5	10	0	0.1
Nc1nc(-c2ccc(Br)cc2)cs1	-8	1	-5	-5	-12	-1	-6	9	-0.4
COc1ccc(NC(=O)CSc2nnnn2C)cc1S(=O)(=O)N1CCCCC1	-11	2	-7	0	-7	-4	5	1	0.1
COc1cc(C(=O)NCC(=O)OCCN2C(=O)c3ccccc3C2=O)cc(OC)c1OC	-6	2	4	2	-7	-5	-5	-2	-0.1
CCOc1c(Cl)cnn(-c2ccc(C)cc2)c1=O	-5	1	-9	-9	-5	-4	-19	3	-0.1
COc1ccc(NCc2n[nH]nc2-c2ccccc2)cc1Cl	-7	2	-27	-10	-15	-3	-7	5	0.3
CCOC(=O)C(NC(=O)CC)(Nc1ccccc1OC)C(F)(F)F (stereo not given)	-7	1	-6	-7	-9	-4	-21	2	0.2
Cc1c(NC(=O)C23CC4CC(CC(C)(C4)C2)C3)c(=O)n(-c2ccccc2)n1C	0	1	12	-9	-9	-2	-1	0	0.3
CCC1SC2=NC(C)=C(C(=O)OC)C(c3ccc(C)cc3)N2C1=O (stereo not given)	2	-2	-11	-13	-12	-4	1	8	0.2
Cc1ccccc1-n1c(SCc2c(C)noc2C)nnc1-c1ccncc1	11	2	-7	-7	-6	-6	-3	-1	-0.1
Clc1ccc(CNc2nnnn2-c2ccccc2)c(Cl)c1	-16	9	-8	-19	3	1	-3	-8	8.0
COc1ccc(Cl)cc1S(=O)(=O)N1CCCC1=O	1	11	3	-8	-7	-5	21	-6	13
Cc1cc(S(=O)(=O)NCCN(C)C)c(C)s1	1	1	-3	-8	1	-6	0	5	0.4
O=C(Nc1ncc(Cc2ccc(Cl)cc2Cl)s1)c1ccc([N+](=O)[O-])cc1	-12	2	-8	-1	12	1	1	10	0.7
COc1ccc(/C=N\NC(=O)c2cc(O)c(O)c(O)c2)cc1COc1ccc(C(=O)OCC(C)C)cc1	-3	0	-12	-2	2	1	-7	4	-0.1
Carrying on.
SMILES	CHRM4 antagonist	CHRM4 agonist	CHRM1 antagonist	OXTR potentiator	CHO parental Ca	CHRM1 agonist	CHO-K1 Ca antag	M1 PAM	CHO-K1 Ca ag
COCCCNc1nc2cc(OC)c(OC)cc2c2nc(-c3ccccc3)nn12	-15	4	-4	-2	-20	-5	-10	0	1.3
CCOC(=O)c1cccc(NC(=O)Cn2nc(C)n3cccc3c2=O)c1	5	1	-5	0	-26	-2	-4	3	0.3
CCCNC(=O)c1nc2ncc(Br)cn2n1	-3	-1	-7	-1	-6	-2	-7	7	-0.2
O=C(O)c1cccc(C(=O)Nc2cccc(NC(=O)C3CCCO3)c2)c1 (stereo not given)	3	1	4	-10	-5	-2	-7	4	0.6
COc1ccccc1-c1cccc([C@@H]2C[C@H]3[C@H](CON3C)CN2C)c1	12	0	-20	·	·	-6	-9	9	0.5
COC(=O)C1C(c2ccccc2)C(C(=O)N2CCN(C)CC2)C1c1ccccc1 (stereo not given)	2	8	-2	-1	-14	-2	1	8	9.2
Fc1cccc(CN2CCSCC2)c1	1	1	-4	·	·	0	5	7	-0.3
CC1CC(C)CN(C(CCc2ccccc2)C(=O)NC2CCCCC2)C1 (stereo not given)	-11	-2	-24	·	·	-2	-23	-1	0.7
CC(=O)Nc1nc(-c2ccc3c(c2)CCN3C(=O)C2CC2)c(C)s1	4	0	-1	-9	-10	-1	-7	11	-0.6
COc1cccc(-c2cnc3c(NC(C)=O)cc(-c4cc(F)ccc4OC)cn23)c1	-8	5	13	·	·	-2	6	-6	0.4
C=CCn1c(SCC(=O)NCc2ccco2)nc2ccccc2c1=O	3	2	100*	-2	-10	-13	23	-33	0.2
Cn1ccc(=Nc2ccc(NC(=O)c3ccc(N=c4ccn(C)c5ccc([N+](=O)[O-])cc45)cc3)cc2)cc1	2	0	1	-1	1	-11	-3	-5	0.1
CCC(COC(=O)c1ccccc1)Oc1cc(NCc2ccccc2)c2ncn(C(C)C)c2c1 (stereo not given)	12	18	17	-9	-2	-1	7	0	1.2
COc1ccc(NS(=O)(=O)c2cc(N=Nc3c(O)[nH]c(=O)[nH]c3=O)ccc2Cl)cc1	-8	3	-14	1	-13	-1	-9	14	0.2
CC(CN1CCOCC1)OC(=O)c1ccc(Cl)cc1Cl (stereo not given)	-2	1	5	0	-5	-7	4	-2	0.0
Cc1ccc2c(c1)NC(=O)C(CC(=O)NCCCN1CCN(c3cc(Cl)ccc3C)CC1)O2 (stereo not given)	-3	15	9	-3	-26	-8	17	0	-0.5
Cc1ccc(CNC(=O)C2CCCN(S(=O)(=O)c3cnc[nH]3)C2)cc1 (stereo not given)	7	0	-7	-6	-4	-3	-5	1	0.0
COC(=O)Cc1[nH]n(-c2nc3ccccc3s2)c(=O)c1C(C)=Nc1ccc(Cl)cc1	6	1	-8	-8	-11	-4	2	5	0.2
COc1ccccc1NC(=S)NCC1CCCCC1	-6	1	2	1	-1	-11	-10	-1	0.1
O=C(Nc1ccc(S(=O)(=O)N2CCc3ccccc3C2)cc1)c1ccccc1	1	1	-2	-7	13	-3	-17	-2	1.2
COc1ccccc1Cc1c(-c2ccc(Cl)cc2)nc2ccc(Cl)cn12	-17	-1	-43	·	·	-6	-5	2	-0.1
CCOC(=O)c1ccc(NC(=S)NCCCN2CCN(C3CCCCC3)CC2)cc1	9	2	4	-3	-6	7	-7	4	2.9
CCCC(=O)NC(Nc1ccc(S(=O)(=O)Nc2cc(C)on2)cc1)(C(=O)OCC)C(F)(F)F (stereo not given)	2	1	-10	0	-12	-3	-15	6	0.3
Cc1ccc(CONC(=O)c2ccccc2)cc1	1	0	-23	0	-2	-3	-19	2	0.9
Cc1cc(C)nc(NC(=O)c2ccc(Br)s2)n1	-1	1	-4	-8	2	0	8	9	-0.1
(more compounds)
SMILES	CHRM4 antagonist	CHRM4 agonist	CHRM1 antagonist	OXTR potentiator	CHO parental Ca	CHRM1 agonist	CHO-K1 Ca antag	M1 PAM	CHO-K1 Ca ag
O=C1c2ccccc2C(=O)N1n1c(=O)[nH]c2ccccc2c1=O	5	1	-6	-2	-4	2	-13	3	0.3
Cc1c(NC(=O)C(C)OC(=O)COc2ccccc2)c(=O)n(-c2ccccc2)n1C (stereo not given)	0	1	1	-18	-16	-4	-5	7	1.4
Cc1ccc2c(Cl)cc(Cl)c(OCC(=O)N(C(C)C)C(C)C)c2n1	-2	0	-2	2	-42	-8	-13	1	1.1
N/C(=N\OC(=O)c1ccccc1Cl)c1cccnc1	-1	0	-1	-5	-10	-4	-8	4	0.3
N#CCC(=O)Nc1ccc(C(=O)NNC(=S)NC2CCCCC2)cc1	0	0	-16	-6	-2	-1	-3	12	0.2
COc1ccc(Nc2nc(N)nc(CSC(=S)N3CCN(c4ccccc4)CC3)n2)cc1	-6	-1	0	-11	-10	-3	-5	14	-0.3
CCCCC1S/C(=N/N=C/c2ccc(OC)cc2)N(Cc2ccc(OC)cc2)C1=O (stereo not given)	-1	-1	-4	0	-9	-5	-9	3	6.5
COc1ccc(F)cc1C(=O)C1CCCN(C(=O)c2ccc(C(C)=O)s2)C1 (stereo not given)	1	3	-4	-14	-5	-4	-7	-5	1.2
C=CCNC(=S)NNC(=O)CC12CC3CC(CC(C3)C1)C2	-9	1	-18	-3	-6	-1	0	17	0.8
O=C1CNC(=O)/C(=C/c2ccco2)N1	-9	1	5	-18	2	-3	3	5	0.9
O=C(C1CC2C=CC1C2)N1CCN(c2ccccc2)CC1 (stereo not given)	-6	1	-8	-1	-2	-5	-6	3	0.4
N#Cc1c(-c2ccc(Cl)cc2Cl)nc2n(c1=O)CCS2	0	0	-7	-5	-14	-2	2	6	-0.1
Cc1cccc(-n2ncc3c2CCCC3NC(=O)CN2CCOC2=O)c1C (stereo not given)	1	1	-16	-17	5	1	-10	16	1.0
CCOc1cc2c(cc1C(C)(C)C)NC(=O)CS2	4	-2	-11	-2	-23	-6	-12	5	-0.1
C=CCOc1c2ccc(C(=O)NCc3ccc(OC)cc3)cc2nn1C	3	0	-5	-4	-9	-1	-19	12	0.8
COc1ccc(OC)c(C(=O)c2coc3ccc(O)c(CN4CCOCC4)c23)c1	1	1	-13	-4	-18	-7	-11	13	1.0
C/C(=N\NC(N)=S)c1cccnc1	1	0	-14	-14	-17	-3	4	13	-0.2

Three compounds out of the list above, sorted by their value in CHRM1 agonist, descending.
molecule | CHRM1 agonist
N#CCC(=O)Nc1ccc(C(=O)NNC(=S)NC2CCCCC2)cc1 | -1
C/C(=N\NC(N)=S)c1cccnc1 | -3
O=C(C1CC2C=CC1C2)N1CCN(c2ccccc2)CC1 (stereo not given) | -5

Compound profiles, from the list above. Order of values: CHRM4 antagonist	CHRM4 agonist	CHRM1 antagonist	OXTR potentiator	CHO parental Ca	CHRM1 agonist	CHO-K1 Ca antag	M1 PAM	CHO-K1 Ca ag
`C/C(=N\NC(N)=S)c1cccnc1` is listed with 1	0	-14	-14	-17	-3	4	13	-0.2
`C=CCOc1c2ccc(C(=O)NCc3ccc(OC)cc3)cc2nn1C` is listed with 3	0	-5	-4	-9	-1	-19	12	0.8
